Screens as filed in PubChem.
ERa coact pot: enhancers of ERα–SRC-1 coactivator binding, primary screen, biochemical, TR-FRET, ERα LBD, low estradiol; Estrogen receptor (Homo sapiens), P03372; TR-FRET ERalpha-LBD/SRC-Cy5 coactivator binding, 2 h; 100 = basal binding, no effect; coactivator binding (% of control), % at 25.6 µM; actives 1.3% (n = 86,000); AID 639, 2007; in the data active means activity above about 200%;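 further: binding measured in presence of low estradiol as agonist stimulus; 0% = peptide alone without receptor and 100% = receptor with peptide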
Smad3 inh: Smad3/FoxH1 peptide binding inhibitors, primary screen, biochemical, TR-FRET; Mothers against decapentaplegic homolog 3 (Homo sapiens), P84022; TR-FRET Smad3/Dy647-FoxH1 peptide binding, europium anti-His; inhibition, % at 25 µM; actives 0.29% (n = 88,000); AID 630, 2007;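 active means compounds that reduce the energy-transfer binding signal between the protein and its labelled peptide by more than half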;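 further: 0% = Smad3 plus labelled peptide maximal FRET and 100% = peptide-only background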
Target sequence (P84022 whole entry, looked up): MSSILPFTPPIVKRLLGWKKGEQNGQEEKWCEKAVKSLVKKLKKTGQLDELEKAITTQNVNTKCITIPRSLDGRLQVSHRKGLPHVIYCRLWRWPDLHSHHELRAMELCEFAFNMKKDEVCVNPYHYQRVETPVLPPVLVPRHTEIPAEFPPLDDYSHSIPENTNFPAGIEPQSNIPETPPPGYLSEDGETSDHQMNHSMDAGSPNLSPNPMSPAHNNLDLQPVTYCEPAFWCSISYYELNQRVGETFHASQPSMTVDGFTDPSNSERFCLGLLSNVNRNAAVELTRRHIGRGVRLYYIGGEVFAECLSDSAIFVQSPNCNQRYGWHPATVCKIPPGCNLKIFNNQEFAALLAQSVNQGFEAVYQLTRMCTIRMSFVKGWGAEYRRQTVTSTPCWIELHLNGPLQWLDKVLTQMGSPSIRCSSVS
Calb biofilm kill: clotrimazole potentiators killing Candida biofilms, primary screen, with clotrimazole, Alamar Blue | inhibition, % at 6 µM | AID 834, 2007 | actives 0.14% (n = 85,000) | C. albicans biofilm + clotrimazole;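 active means inhibition above 20%; inactive means inhibition below 20%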;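 further: preformed 24 hr biofilms exposed to compound for 48 hr; 0% = biofilm without compound and 100% = blank killed by clotrimazole plus chlorhexidine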
sEH activator: soluble epoxide hydrolase activators, primary screen, biochemical, human sEH. purified human sEH enzymatic activity, activator screen. actives 0.04% (n = 91,000). activation, % at 2 µM; in the data active means activation above about 37%; further: values of inactives mirror those of a sister screen read the other way
ERa coact inh: ERα–SRC-1 coactivator interaction inhibitors, primary screen, biochemical, TR-FRET, ERα LBD, estradiol-bound; TR-FRET ER-alpha LBD / SRC-1 peptide; inhibition, % at 25.6 µM; actives 1.7% (n = 86,000); in the data active means inhibition above about 50%;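 further: 0% = receptor plus peptide control and 100% = peptide only without receptor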
ERb SRC1 inh: inhibitors of ERβ-SRC1 coactivator interaction, primary screen, biochemical, TR-FRET, ERβ LBD, SRC-1 peptide; actives 1.3% (n = 86,000); inhibition, % at 25.6 µM; AID 633, 2007; TR-FRET ER-beta LBD / SRC1-Cy5 peptide binding; receptor agonist-loaded with 1 µM estradiol;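 active means compounds whose percent inhibition of the receptor-coactivator binding signal exceeds about 50% in the single-dose screen, limit read from the data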;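 further: 0% = receptor plus peptide wells without compound and 100% = peptide-only wells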
Target sequence (Q92731 whole entry, looked up, the tested form may be a part): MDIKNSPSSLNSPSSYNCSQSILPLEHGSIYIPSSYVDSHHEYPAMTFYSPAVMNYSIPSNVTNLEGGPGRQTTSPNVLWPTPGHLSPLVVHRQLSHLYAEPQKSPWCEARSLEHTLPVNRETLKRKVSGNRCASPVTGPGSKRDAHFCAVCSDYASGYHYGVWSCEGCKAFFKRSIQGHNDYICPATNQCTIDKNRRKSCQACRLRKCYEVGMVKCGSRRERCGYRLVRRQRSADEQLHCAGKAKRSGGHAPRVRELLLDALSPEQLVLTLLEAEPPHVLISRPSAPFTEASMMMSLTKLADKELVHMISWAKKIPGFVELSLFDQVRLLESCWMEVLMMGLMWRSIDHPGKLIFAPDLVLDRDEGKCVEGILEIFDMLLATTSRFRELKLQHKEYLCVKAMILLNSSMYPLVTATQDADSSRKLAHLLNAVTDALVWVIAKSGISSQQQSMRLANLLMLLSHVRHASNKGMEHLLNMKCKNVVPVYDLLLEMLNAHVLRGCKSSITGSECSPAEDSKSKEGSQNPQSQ
Fibroblast inh: antiproliferative effect on LL 47 fibroblasts – human, LL 47 cells, CellTiter-Glo luminescence, primary screen; LL 47 human lung fibroblast viability, ATP luminescence; active compounds read low; viability, % at 10 µM; actives 1.1% (n = 85,000);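 active means viability at or below 50% in the single dose screen; inactive means viability above 50%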;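 further: compound exposure lasted 72 h before the ATP readout; 100% = median luminescence of untreated cell-only wells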
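Test system: LL 47 human lung fibroblasts; Quantity: 1,150 cells/well; Buffer or medium: IMEM plus 15% FBS; Dosing: tenfold compound dosing solution, DMSO at 0.1%; Timing: overnight cell rest, 72 h compound treatment at 37 °C; Detection: ATP-based CellTiter-Glo luminescent readout; Read-out basis: viability percentage against median untreated-cell control; Controls: cell-only wells, no compound.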
H69AR growth 86K: proliferation blockers of H69AR lung cancer cells, primary screen, cell-based, human, 86K library; H69AR lung tumor viability, ATP luminescence, 72 h; active compounds read low; viability, % at 10 µM; actives 6% (n = 85,000); AID 598, 2007;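 active means viability at or below 40%; inactive means viability above 40%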;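 further: multidrug resistant small cell line overexpressing MRP-1 efflux transporter; 100% = mean luminescence of untreated control wells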
HUVEC prolif 384: inhibitors of HUVEC proliferation, primary screen, cell-based, 384-well. viability, % at 10 µM (by protocol). actives 1.1% (n = 86,000). CellTiter-Glo luminescence, 72 h; active compounds read low. AID 648, 2007;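 active means viability at or below 30%; inactive means viability above 30%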;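 further: 100% = median luminescence of DMSO-only cell control wells on each plate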
The depositor's hits bear a star; nt = not tested or not shown; [ ] = another dose, or the depositor's remark. An excerpt. The share of hits here may be higher or lower than overall.

SMILES	ERa coact pot	Smad3 inh	Calb biofilm kill	sEH activator	ERa coact inh	ERb SRC1 inh	Fibroblast inh	H69AR growth 86K	HUVEC prolif 384
O=S(=O)(NC1CCCCC1)c1ccc(-c2csnn2)s1	115.6	14.4	5.2	9.4	-5.8	-8.7	64.2	92.9	101.9
Cc1cc(NC(=O)c2cnccn2)no1	125.5	-9.1	nt	nt	1.4	2.3	93.0	99.1	92.3
COc1ccc(C2CC(c3ccco3)n3ncnc3N2)cc1 (stereo not drawn)	123.2	-3.6	-5.8	6.4	1.6	0.5	101.0	98.3	92.7
COCCNC(=O)c1ccc(NC(C)=O)cc1	100.3	7.5	1.4	0.4	4.6	1.3	101.9	95.9	94.6
COCCCNC(=O)c1cc2c(s1)CS(=O)(=O)C2	123.0	0.6	8.9	9.7	-5.7	-16.0	101.4	97.6	99.5
COc1ccc(C)cc1NC(=O)c1cc2c(C)nc3ccccc3c2o1	204.0*[fluorescence artefact?]	4.4	6.2	nt	66.2*[fluorescence artefact?]	57.7*[fluorescence artefact?]	100.1	91.9	73.7
CC1(C)CC(=O)c2c(noc2-c2ccccc2)C1	123.6	10.6	2.3	2.3	-3.5	-7.0	100.2	97.5	105.6
O=C(CSCc1ccc(Cl)cc1)c1ccco1	96.4[fluorescence artefact?]	8.7	7.7	nt	12.8	2.3	104.4	95.5	86.0
CCN(C(=O)c1cn(C)c(=O)c2cc(OC)c(OC)cc12)c1ccccc1C	67.5	2.5	1.8	2.1	0.9	-4.3[fluorescence artefact?]	105.9	97.2	104.2
CNC(=O)n1ccc(C(=O)N2CCCCC2)n1	109.6	7.4	5.7	-0.3	-18.8	-24.1[fluorescence artefact?]	95.2	92.0	85.6
O=C(CCCCn1c(=O)[nH]c2ccsc2c1=O)NCC1CCCO1 (stereo not drawn)	122.8	13.4	8.5	nt	-9.6	-6.8	99.6	91.9	105.0
Cc1noc(C)c1C(=O)NC(C)C1CCCO1 (stereo not drawn)	125.1	4.5	4.7	9.3	-7.4	-6.3	92.2	93.6	98.7
CCOC(=O)C1=C(CSc2nc(-c3ccncc3)ccc2C#N)OC(N)=C(C#N)C1c1cccnc1 (stereo not drawn)	83.6	3.2	7.3	nt	8.6	14.0	98.2	81.9	89.9
CCOc1ccc(NC(C)c2cc(Cl)ccc2O)cc1 (stereo not drawn)	78.0	0.6	5.2	-1.2	-37.0	-13.4[fluorescence artefact?]	92.3	78.2	81.7
CCOC(=O)c1[nH]c2ccc(OC)cc2c1NC(=O)CCN1CCN(Cc2ccccc2)CC1	105.8	-8.7	1.1	nt	0.7	5.4	93.6	72.5	92.4
O=C(c1ccc(=O)[nH]c1)N(Cc1ccco1)C1(C(=O)NC2CCCC2)CCCCC1	115.9	-2.5	3.2	-10.5	-2.1	-7.4	99.1	93.1	102.2
CC(Sc1n[nH]c(N)n1)c1nc2scc(-c3cccs3)c2c(=O)[nH]1 (stereo not drawn)	93.8[fluorescence artefact?]	-6.9	6.5	2.1	-0.7	-8.9	99.2	102.5	92.1
COc1ccc(Cn2nnnc2CN(Cc2cc3cccc(C)c3[nH]c2=O)C2CCCC2)cc1	160.7	-1.0	0.2	2.4	5.6[fluorescence artefact?]	-1.8[fluorescence artefact?]	86.3	92.1	91.2
O=C(Cn1cnc2c(cnn2-c2ccccc2)c1=O)NC1CCCC1	103.1	-3.3	10.9	-10.1	-1.5	0.5	104.7	108.8	95.1
CCn1c(SCC(=O)Nc2cccc(C)c2)nc2c(c1=O)SC(C)C2 (stereo not drawn)	106.2[fluorescence artefact?]	6.4	3.4	-6.9	-2.7	-6.3	89.1	66.7	92.4
CCN(CC)S(=O)(=O)c1ccc2c3c(cccc13)C(=O)S2	99.4	-8.1	8.7	-1.2	-1.0	-10.4	84.8	69.0	90.1
O=C(CCN1C(=O)C2C3C=CC(C3)C2C1=O)Nc1c(F)cc(F)cc1Br (stereo not drawn)	110.4	7.2	9.5	-9.7	-3.7	-7.0	104.2	96.1	96.6
COCC(=O)Nc1nnc(Cc2ccc(OC)c(OC)c2)s1	118.2[fluorescence artefact?]	1.0	0.0	7.4	-1.6	13.0	92.2	nt	95.8
CC(OC(=O)c1cccs1)C(=O)NCc1ccc2c(c1)OCO2 (stereo not drawn)	102.4	0.5	nt	3.1	2.3	4.7	98.9	91.9	102.5
C=CCn1c(C(C)NC(=O)CC)nc2ccccc21 (stereo not drawn)	120.2	9.3	4.7	-3.4	-1.2	-0.8	96.0	88.8	111.6
Next section:
SMILES	ERa coact pot	Smad3 inh	Calb biofilm kill	sEH activator	ERa coact inh	ERb SRC1 inh	Fibroblast inh	H69AR growth 86K	HUVEC prolif 384
COc1ccc(NC(=O)CN2C(=O)CC(C)(C)S(=O)(=O)c3ccccc32)cc1	93.4	14.1	4.5	nt	14.7	-8.5	97.5	85.7	101.7
CC(=O)C(Sc1ncnc2c1nnn2-c1ccc(F)cc1)C(=O)N(C)C (stereo not drawn)	100.5	14.1	5.9	nt	15.5	7.3	107.0	11.6*	88.7
N#Cc1c(SCC(=O)Nc2nccs2)nc2c(c1-c1ccco1)CCCC2	82.7	11.7[fluorescence artefact?]	6.2	-8.5	64.3*	37.1[fluorescence artefact?]	98.4	22.7*	97.7
CCCCN1C(=O)c2ccc(C(=O)Nc3cccnc3)cc2C1=O	115.9	0.3	5.3	3.3	0.5	-5.3	97.5	88.4	87.0
Cc1ccc(-n2nnnc2SCC(N)=O)c(C)c1	103.4	35.2[fluorescence artefact?]	5.3	15.1	20.5	-5.4	91.1	88.0	84.9
COc1cccc(C2C(C(=O)c3cc4ccccc4o3)=C(O)C(=O)N2CCN(C)C)c1OC (stereo not drawn)	107.8	7.7[fluorescence artefact?]	0.1	7.1	-2.5	-3.4	104.6	83.2	124.6
CCOC(=O)N1CCN(C(=O)c2cccc(OC)c2OC)CC1	105.1[fluorescence artefact?]	2.6	6.7	14.4	-27.7	-24.6	103.4	96.7	106.0
CC1(C)Oc2ccc(C(=O)N3CCCCC3)cc2N(CC(=O)NCc2ccccc2)C1=O	152.6	1.1	4.5	8.9	-7.4	-4.5	101.2	nt	96.8
CC(=O)c1cccc(N2C(=NC(=O)C(C)C)SC3CS(=O)(=O)CC32)c1 (stereo not drawn)	114.5	-0.8	-8.7	8.8	4.1	10.0	88.0	nt	101.9
CCSc1nnc(NC(=O)CSc2nccn2-c2cccc(C)c2C)s1	109.5	14.9	0.7	10.3	-6.8	-8.5	98.6	68.9	88.2
COc1ccc(OC)c(C(=O)c2ccc(C(=O)O)cc2)c1	114.2	14.6	4.1	10.5	-7.0	-10.7	104.1	99.1	91.4
CCSc1nc2c(cnn2-c2ccc(C)cc2)c(=O)[nH]1	628.1*	4.1	6.5	nt	-18.7	22.8[fluorescence artefact?]	90.4	78.1	85.9
O=C(CCNS(=O)(=O)c1ccc2c(c1)CCC(=O)N2)Nc1ccc2c(c1)OCCO2	126.2[fluorescence artefact?]	-2.9	4.2	nt	-6.7	-1.1	97.9	86.5	92.2
Nc1nc(CSc2nc3ccccc3[nH]2)nc(N2CCOCC2)n1	97.5	3.4	8.1	14.2	3.2	-8.8	98.0	96.7	101.2
COc1ccc(CNCCCO)cc1OC	92.6[fluorescence artefact?]	-0.2	5.8	-1.1	-8.6	-7.2	95.2	111.1	93.4
CCn1c(C)csc1=NC(=O)c1ccccc1O	103.8	1.1	-0.6	nt	5.7[fluorescence artefact?]	3.8[fluorescence artefact?]	98.8	73.2	100.5
COc1ccccc1C(=O)Nc1nc(-c2ccc(S(=O)(=O)N3CCOCC3)cc2)cs1	398.9*[fluorescence artefact?]	4.9	8.6	1.4	1.2[fluorescence artefact?]	3.3[fluorescence artefact?]	22.7*	44.9	48.7
C#CC(C)(CC)NC(=O)c1cc(OC)c(OC)c(OC)c1 (stereo not drawn)	107.6	7.8[fluorescence artefact?]	1.3	8.0	-14.0	-14.8[fluorescence artefact?]	103.2	94.6	93.8
COCCOc1cc(Nc2nnc(C(F)(F)F)s2)c(Cl)cc1Cl	97.9	-5.5	3.0	-5.1	-8.5	0.9	100.5	13.2*	65.6
Cc1cccc(NS(=O)(=O)c2cccs2)n1	99.2	-6.2	9.0	20.4	-4.1	-0.9	92.6	92.5	97.5
O=C(COC(=O)c1n[nH]c2ccccc12)NC(=O)NCc1ccco1	136.5	-21.8	-2.3	-10.9	21.0	18.1	94.7	91.7	95.8
Cc1cc(S(=O)(=O)N(Cc2ccc(C(C)C)cc2)CC2CCCO2)ccc1-n1cnnn1 (stereo not drawn)	95.2	-0.4	0.3	-8.2	1.5	2.1	95.6	90.1	77.7
Cc1ccc(O)c(NC(=O)c2cccc(NC(=O)c3ccco3)c2)c1	163.2	4.4	9.0	0.5	-1.6	-14.0	88.4	70.7	75.4
CC(=O)Nc1ccc(S(=O)(=O)CCC#N)cc1	110.2	9.3	4.3	4.8	-6.6	-7.7	102.3	96.7	107.1
CCOc1cc2[nH]c(=S)n(CCC(=O)N3CCc4ccccc4C3)c(=O)c2cc1OCC	173.7[fluorescence artefact?]	-18.2	6.8	-6.8	34.3[fluorescence artefact?]	35.2[fluorescence artefact?]	78.4	28.5*	76.8
Cc1ccc2nc(NC(=O)C3CCN(S(=O)(=O)c4cccnc4)CC3)sc2c1	89.0[fluorescence artefact?]	-12.9	6.5	-9.2	9.8	4.0[fluorescence artefact?]	96.6	62.0	89.6
Cc1ccc(Cn2ccc(NC(=O)c3cc(-c4ccco4)on3)n2)cc1	85.5[fluorescence artefact?]	5.1	1.0	15.5	9.6[fluorescence artefact?]	4.1[fluorescence artefact?]	111.5	87.6	86.0
CCCSc1nc(C)cc(=O)[nH]1	112.6	-0.7	0.7	15.6	-6.8	-9.6	101.3	98.3	97.5
O=C(CSc1ncn[nH]1)N1N=C2/C(=C/c3ccco3)CCCC2C1c1ccco1 (stereo not drawn)	86.7	12.7	2.6	0.0	13.8	3.9	94.2	87.1	107.5
COc1cc2c(C(=O)NCc3ccccn3)cn(CC(C)C)c(=O)c2cc1OC	131.6	2.5	-2.9	nt	-6.0	-7.8	89.8	76.7	92.6

Reprinted at random: five records from the list
SMILES	ERa coact pot	Smad3 inh	Calb biofilm kill	sEH activator	ERa coact inh	ERb SRC1 inh	Fibroblast inh	H69AR growth 86K	HUVEC prolif 384
Cc1ccc(O)c(NC(=O)c2cccc(NC(=O)c3ccco3)c2)c1	163.2	4.4	9.0	0.5	-1.6	-14.0	88.4	70.7	75.4
CC(=O)c1cccc(N2C(=NC(=O)C(C)C)SC3CS(=O)(=O)CC32)c1 (stereo not drawn)	114.5	-0.8	-8.7	8.8	4.1	10.0	88.0	nt	101.9
COc1ccc(NC(=O)CN2C(=O)CC(C)(C)S(=O)(=O)c3ccccc32)cc1	93.4	14.1	4.5	nt	14.7	-8.5	97.5	85.7	101.7
CC(=O)Nc1ccc(S(=O)(=O)CCC#N)cc1	110.2	9.3	4.3	4.8	-6.6	-7.7	102.3	96.7	107.1
O=C(COC(=O)c1n[nH]c2ccccc12)NC(=O)NCc1ccco1	136.5	-21.8	-2.3	-10.9	21.0	18.1	94.7	91.7	95.8
